From PubChem
Anthrax LF inh2: inhibitors of Bacillus anthracis lethal factor protease; P15917; multiplex microsphere protease cleavage assay, LF; inhibition, % at 10 µM; 0.12% of 360,000 active; AID 588501; further: plate controls were buffer without enzyme for full effect and enzyme alone for no effect
Target sequence (P15917 whole entry, looked up): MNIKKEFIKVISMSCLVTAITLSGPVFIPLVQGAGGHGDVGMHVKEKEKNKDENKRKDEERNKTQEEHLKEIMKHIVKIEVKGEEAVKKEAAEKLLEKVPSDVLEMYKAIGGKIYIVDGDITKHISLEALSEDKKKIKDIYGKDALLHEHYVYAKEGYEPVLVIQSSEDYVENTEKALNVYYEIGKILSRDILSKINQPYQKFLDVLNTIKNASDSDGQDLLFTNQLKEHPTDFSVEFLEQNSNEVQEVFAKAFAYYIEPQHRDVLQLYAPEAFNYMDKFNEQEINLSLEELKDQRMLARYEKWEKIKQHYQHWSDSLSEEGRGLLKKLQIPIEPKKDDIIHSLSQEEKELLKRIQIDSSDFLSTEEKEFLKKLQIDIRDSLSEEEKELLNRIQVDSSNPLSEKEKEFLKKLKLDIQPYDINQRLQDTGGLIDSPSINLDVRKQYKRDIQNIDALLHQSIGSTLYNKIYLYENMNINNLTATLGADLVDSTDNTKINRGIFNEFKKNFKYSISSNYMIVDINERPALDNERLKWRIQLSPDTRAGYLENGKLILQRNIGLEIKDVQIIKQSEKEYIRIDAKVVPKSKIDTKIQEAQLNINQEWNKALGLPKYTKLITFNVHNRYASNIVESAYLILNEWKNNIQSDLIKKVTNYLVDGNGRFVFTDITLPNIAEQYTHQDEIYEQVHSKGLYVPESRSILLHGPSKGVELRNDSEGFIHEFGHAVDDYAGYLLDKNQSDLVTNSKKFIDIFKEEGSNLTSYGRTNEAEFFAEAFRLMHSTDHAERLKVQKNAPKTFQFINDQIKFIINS
BH1578 lux ind: inducers of Vibrio cholerae quorum light production without autoinducers; V. cholerae BH1578 lux reporter, luminescence, 6 h; activation, % at 18.7 µM; 0.16% of 350,000 active; AID 588436; in the data active means activation mostly above about 9.7%, no sharp cut-off; inconclusive means no clear call, values can overlap the other calls; inactive means mostly below about 3.7%; further: not every result past the cut was called active; inactives centre near 0; reference of the scale not given here
PrPC surface inh: reduces human prion protein on the cell surface. 0.43% of 370,000 active. cell surface PrPC, TR-FRET read-out. P04156. inhibition, % at 13.8 µM; in the data active means inhibition above about 24%; further: 0% = median of the test wells and 100% = reference compound wells
BoNT A protease: BoNT A light chain protease inhibition. multiplex microsphere protease substrate cleavage, flow cytometry. inhibition, % at 10 µM. 0.17% of 360,000 active. AID 588499; further: plate controls were buffer without enzyme for full effect and enzyme alone for no effect
TcdB inh: blocks C. difficile toxin B glycohydrolase activity. TcdB glycohydrolase enzymatic assay, plate reader. inhibition, % at 9.99 µM. 0.24% of 350,000 active. AID 652162; in the data active means inhibition above about 10%
Yp Topo-I inh: blocks Yersinia pestis topoisomerase I activity; Y. pestis Topo-I cleavage product accumulation, plate reader; activity, % at 10 µM; 0.064% of 360,000 active; AID 504884; in the data active means activity above about 50%, passing the limit was not always enough; inconclusive means no clear call, values can overlap the other calls; further: inactives centre near 2
PfHsp40 rescue: compounds rescuing yeast from Plasmodium falciparum HSP40 toxicity; 0.68% of 340,000 active; growth rescue, % at 12.5 µM; S. cerevisiae expressing PfHsp40, growth rescue, ATP luminescence; in the data active means growth rescue above about 28%, passing the limit was not always enough; inconclusive means no clear call, values can overlap the other calls;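 further: yeast W303a lacking pdr1 and pdr3 grown in galactose medium; growth measured after three days at 30 °C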
3CLpro inhibitor: SARS-CoV 3CLpro protease inhibition; P0C6X7; inhibition, % at 6 µM; AID 1706; recombinant SARS-CoV 3CLpro, quenched FRET peptide cleavage; 0.14% of 290,000 active; in the data active means inhibition above about 12%
PriA SSB inh: blocks PriA binding to SSB C-terminal tail. AlphaScreen SSBct-PriA binding, biotinylated peptide. inhibition, % at 33 µM. 0.6% of 430,000 active; in the data active means inhibition mostly above about 37%, no sharp cut-off; inactive means mostly below about 20%;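 further: plate controls were negative control peptide for no effect and reference peptide for full effect; strong numbers were not always called active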
The depositor's hits bear a star; i = inactive; ? = inconclusive; nt = no result given; & = joins results of further samples. Unless noted, no stated cut-off is given here; in the data, active means inhibition above about 30%; inconclusive means no clear call, values can overlap the other calls; inactive means below that. These rows are one share of the data; rates above refer to the full screens.

A first look, five compounds:
#	Molecule	PfHsp40 rescue	TcdB inh	Anthrax LF inh2	3CLpro inhibitor	BoNT A protease	BH1578 lux ind	Yp Topo-I inh	PriA SSB inh	PrPC surface inh
1	COC(=O)[C@]12CCCCC=C1N(Cc1ccccc1)C(=O)[C@H](CC(=O)NCc1cccs1)C2	nt	1.8	6	nt	-0.6	nt	nt	nt	-8
2	CCc1cccc(NC(=O)CCc2nc(-c3cccs3)no2)c1	-1.1	0.9	-4	-6	0.3	-0.1	1	-31	6
3	COC(=O)Nc1ccc2c(c1)N(C(=O)CCN1CCOCC1)c1ccccc1S2	1.4	nt	0	-5	1.3	6.7	17	10	-1
4	CCOC(=O)/C=C/C(=O)NNC(=O)c1ccccc1Cl	-0.4	0.5	-1	-1	0.7	-0.2	-2	-8	-11
5	CCC(C)n1c(O)c(C=NCCN2CCOCC2)c(=O)[nH]c1=S (stereo not given)	-2.0	2.7	4	7	0.1	-0.3	-1	-8	7

The listing, repeating the preview:
#	Molecule	PfHsp40 rescue	TcdB inh	Anthrax LF inh2	3CLpro inhibitor	BoNT A protease	BH1578 lux ind	Yp Topo-I inh	PriA SSB inh	PrPC surface inh
1	COC(=O)[C@]12CCCCC=C1N(Cc1ccccc1)C(=O)[C@H](CC(=O)NCc1cccs1)C2	nt	1.8	6	nt	-0.6	nt	nt	nt	-8
2	CCc1cccc(NC(=O)CCc2nc(-c3cccs3)no2)c1	-1.1	0.9	-4	-6	0.3	-0.1	1	-31	6
3	COC(=O)Nc1ccc2c(c1)N(C(=O)CCN1CCOCC1)c1ccccc1S2	1.4	nt	0	-5	1.3	6.7	17	10	-1
4	CCOC(=O)/C=C/C(=O)NNC(=O)c1ccccc1Cl	-0.4	0.5	-1	-1	0.7	-0.2	-2	-8	-11
5	CCC(C)n1c(O)c(C=NCCN2CCOCC2)c(=O)[nH]c1=S (stereo not given)	-2.0	2.7	4	7	0.1	-0.3	-1	-8	7
6	O=C(CCCC(=O)c1ccccc1)Nc1ccc(O)cc1	1.0	0.2	-2	-2	-1.3	-18	2	-9	-1
7	O=C(COc1ccc2oc3c(c2c1)CCCC3)Nc1ccccn1	-1.5	nt	-5	-5	-1.5	i	9	-7	1
8	CS(=O)(=O)N(CC(=O)Nc1cccc(Br)c1)Cc1ccccc1	0.1	4.0	4	0	-2.5	i	5	-7	-6
9	Cc1nnc(SCC(=O)Nc2ccc(N3CCOCC3)cc2)n1-c1ccccc1	3.0	nt	-1	0	-0.1	-0.9	-1	8	0
10	COc1cc2c(cc1OC)C(/C(C#N)=N\O)=NC(C)(C)C2	1.4	nt	-1	-2	-0.2	2.5	2	nt	-6
11	Cc1ccc2nc(-c3ccco3)c(Cc3ccccc3)n2c1	nt	2.3	-4	nt	-0.1	nt	nt	nt	-4
12	N/C(=N\NS(=O)(=O)c1ccccc1Cl)c1ccccn1	0.2	-1.0	-1	nt	0.1	-2.0	-13	nt	1
13	CCN(c1ccccc1)S(=O)(=O)c1ccc(C(=O)N2CC(C)CC(C)C2)cc1 (stereo not given)	0.7	3.5	1	nt	-1.7	-2.3	23	0	1
14	COc1ccc(N(CC(=O)Nc2cc(OC)ccc2OC)S(C)(=O)=O)cc1	0.3	nt	0	3	-0.3	i	-13	2	1
15	COc1cc([N+](=O)[O-])ccc1N1C(=O)C2C3C=CC(C4CC34)C2C1=O (stereo not given)	-1.1	0.0	7	6	-0.3	-2.0	-10	-14	-21
16	COc1cc(NC(=O)COC(=O)Cc2ccsc2)cc(OC)c1	-1.4	0.3	-4	nt	-0.9	-2.0	-5	-7	-5
17	O=C1OC2(c3ccccc3)C3CCCC2C13	-1.1	nt	-1	-2	-0.6	-0.3	11	-8	-1
18	O=C1C2C3C=CC(CC3)C2C(=O)N1c1ccccc1F (stereo not given)	-0.5	2.0	-4	3	-1.7	0.0	2	-23	-7
19	CC(C)c1ccc(S(=O)(=O)N2CCN(C(=O)CN3C(=O)NC4(CCCC4)C3=O)CC2)cc1	-1.5	2.9	-1	0	-4.8	i	7	1	0
20	C/C(=N\NC(=O)c1ccc(NS(=O)(=O)c2cccs2)cc1)c1ccccc1	-2.4	-0.8	-3	-3	-0.7	-0.3	-3	nt	1
21	COc1ccc(NC(=O)CSCC(=O)N(C)CC(=O)Nc2ccc(Cl)c(C(F)(F)F)c2)cc1	0.4	-0.9	-2	nt	-0.7	i	16	0	-1
22	O=C(Nc1nc(=O)[nH]s1)c1ccccc1	-1.5	0.5	7	-3	0.3	-0.4	11	-4	0
23	CCOC(=O)C1=C(c2ccccc2)c2ccccc2OC1C(=O)OCC (stereo not given)	0.0	0.5	0	nt	-0.4	-1.5	43	-27	6
24	CC(=O)c1ccc(NS(=O)(=O)c2ccccc2)cc1	0.4	nt	3	3	-1.7	i	4	-31	1
25	NS(=O)(=O)c1ccc(N=Cc2c(O)n(-c3ccccc3)c(=O)[nH]c2=O)cc1	-0.5	0.6	10	4	-0.1	0.6	0	-23	2
26	CN(C)c1ccc(C2CNC(c3ccc(Cl)c([N+](=O)[O-])c3)c3[nH]c4ccccc4c32)cc1 (stereo not given)	-0.6	-1.8	-2	-2	-0.3	-4.8	-36	8	-5
27	CCCCC(CC)CNC(=O)c1ncn[nH]1 (stereo not given)	-0.4	1.2	2	4	0.2	-0.2	1	-4	4
28	CCCCc1nnc(NC(=O)CSc2nc(=O)cc(N)n2-c2ccccc2)s1	-0.7	nt	-1	-3	0.7	-2.8	3	-2	6
29	Cc1ccc2nc(SC(C)C(=O)NC3CCCC3)[nH]c2c1 (stereo not given)	0.3	2.8	-4	nt	-0.5	i	6	-15	9
30	O=C(NCCSCc1ccco1)Nc1cc(Cl)cc(Cl)c1	0.8	-0.5	-24	4	?	i	2	-18	8
31	N#C/C(=C\c1ccc(Cl)c([N+](=O)[O-])c1)c1ccccn1	1.0	1.0	8	3	1.0	i	0	-6	-15
32	C[C@H](CO)N1C[C@H](C)[C@@H](CN(C)C(=O)NC2CCCCC2)Oc2ccc(NC(=O)Cn3cnnn3)cc2C1=O	0.6	0.6&-0.1	-10	nt	-0.2	i	-7	-13	-3
33	Cc1c(CCC(=O)N2CCC(C(=O)NCCCCCC(=O)O)CC2)c(=O)oc2cc3oc4c(c3cc12)CCCC4	-0.4	1.5	-2	0	0.0	-0.4	14	-2	6
34	CCOC(=O)C1CCN(C(=O)CSc2cc(=O)n(C)c3ccccc23)CC1	1.2	nt	-5	-3	-0.5	-0.5	2	-5	-6
35	CCOc1ncccc1C(=O)Nc1nc(C(C)(C)C)cs1	0.8	1.3	0	8	0.2	-0.2	-8	-27	-6
36	Fc1ccc(Cn2nnnc2CN2CCN(C3CCCC3)CC2)cc1	-1.0	nt	1	-2	-0.7	i	5	7	-7
37	CCN(CC)C(=O)c1[nH]cnc1C(=O)Nc1ccc(C)cc1	-0.4	1.0	-2	nt	-0.5	i	5	-11	-7
38	O=C(CN(Cc1ccc(F)cc1)C(=O)C1CSC(=O)C1)NC1CCCCC1 (stereo not given)	-1.1	nt	1	4	0.1	1.1	4	0	-1
39	Fc1ccc(CNC(=S)Nc2ccc(OC(F)F)cc2)cc1	0.3	-0.5	-2	3	-0.4	i	4	-2	7
40	CCN(CC)C(=O)CSc1nc2ncccc2[nH]1	0.2	1.4	0	0	?	i	-8	-2	1
41	COc1ccc(NC(=O)c2ccc(S(=O)(=O)N3CCCCC3)cc2)cc1OC	1.4	-5.8	nt	nt	nt	-0.7	8	-7&-2	4
42	CN1CCN(C(=O)COc2ccc3ccccc3c2Br)CC1	0.4	-0.3	0	1	-0.9	i	-1	3	1
43	CC1CCN(c2nc3nonc3nc2Nc2ccc(F)cc2)CC1	-0.3	0.1	0	-1	-1.1	i	-14	12	6
44	COc1ccc(CCNC(=O)COC(=O)C2CC2)cc1	0.7	-0.5	-6	1	-1.3	-2.8	-3	-7	-6
45	CCN(CC)CCCN1C(=O)C(=O)/C(=C(/O)c2c(C)nc3ccccn23)C1c1ccc(C)o1 (stereo not given)	-0.8	1.2	4	nt	-0.5	-0.7	6	nt	-4
46	O=C1C=C(c2cccc3c2sc2ccccc23)C[C@@H](c2ccc(F)cc2)C1	0.5	0.1	1	nt	0.1	i	17	-11	4
47	Cc1cc(C)nc(NS(=O)(=O)c2ccc(NC(=S)NC(=O)C(C)(C)C)cc2)n1	0.0	nt	0	4	-0.9	-0.3	-2	-5	-2
48	COc1cc(N2C(=O)CC3(CCCC3)CC2=O)cc(OC)c1OC	-0.2	1.2	-2	-4	-0.6	i	3	-8	2
49	COc1cccc(NC(=O)CN(C)C(=O)c2cc(-c3ccc(F)cc3)nc3ccccc23)c1	-0.8	3.6	0	nt	1.5	i	-9	9	0
50	Cc1cc(C)n2nc(C(=O)OCC(=O)Nc3ccc4c(c3)OCCO4)nc2n1	0.1	0.6	-2	nt	1.7	i	-5	4	4
51	CCn1c(CC(=O)Nc2ccccc2F)nnc1SCC(=O)Nc1nnc(C)s1	-0.8	1.5	-5	0	-1.0	-0.7	7	-13	4
52	O=C(Nc1ccc(OC(F)(F)F)cc1)Nc1cccnc1	-1.0	1.9	-9	0	-1.1	i	-8	-1	3
53	COc1ccc(Cc2nnc(NC(=O)CS(=O)(=O)Cc3ccccc3)s2)cc1	0.0	0.5	-1	4	0.3	-2.0	17	-9	-2
54	CN1CCN(c2ccc(NC(=O)c3cccc(S(=O)(=O)N4CCCC4)c3)cc2)CC1	-1.0	0.6	-22	nt	7.9	2.1	-2	5	-7
55	O=C(NCc1cccnc1)c1ccccc1-c1nc(-c2ccccc2)no1	-1.1	1.0	-2	6	-0.2	-0.3	3	-10	11
56	O=C(Oc1oc(-c2ccco2)nc1C=Nc1ccccc1)c1ccco1	-1.2	nt	5	7	0.4	-0.7	-2	17	nt
57	Cc1ccc(CSc2nc3ccncc3n2CC(=O)Nc2cc(C)cc(C)c2)cc1	-0.9	0.8	-5	-1	0.3	i	-1	-4	-2
58	CCNC(=O)CSC1=N/C(=C\c2ccc(O)c(OCC)c2)C(=O)N1c1ccc(OC(F)F)cc1	0.3	-1.4	2	3	3.4	i	2	-2	-19
